H9c2 TAG inh – reduces triacylglycerol accumulation in H9c2 cells; Nile Red lipid (TAG) fluorescence; cells loaded with 200 µM oleic acid; inhibition, % at 12.5 µM; 0.66% of 230,000 active; AID 651582;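 active = pattern-corrected inhibition of lipid staining of at least 50% with the nuclear-stain viability signal not falling by more than 50%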;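 also: 0% = DMSO wells and 100% = triacsin C control wells; some results filed as inactive read as strong as hits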
H9c2 TAG inh DAPI viability – also measured in H9c2 TAG inh; calls as there; DAPI nuclei signal change (viability), lower = more cytotoxic, %;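 whole-well DAPI fluorescence read on a plate reader as a viability signal; minus 50 percent equals half of cells still viable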
The depositor's hits bear a star; i = inactive.

Order of values: H9c2 TAG inh | H9c2 TAG inh DAPI viability
- O=C1C(=NO)CCCc2ccccc21
 : 1 | -6
- CCCOc1ccc(/C=N/NC(=O)CN2CCCCC2)cc1OCC
 : -3 | 2
- O=C(NNC(=O)c1ccco1)c1ccc(NS(=O)(=O)c2cccs2)cc1
 : 6 | 8
- CCOC(=O)c1ccc(S(=O)(=O)N2CCN(CC(=O)NC(=O)NC(C)(C)C)CC2)cc1
 : -6 | -1
- CN(C)CCOC(=O)C1(c2ccccc2)CCCC1
 : 8 | -3
- Cc1ccc(CSC2=NCCN2C(=O)c2ccc([N+](=O)[O-])cc2)cc1
 : 7 | 5
- CCc1nnc(NC(=O)/C=C/c2cccs2)s1
 : -4 | 5
- Nc1ccc(C(=O)OCC(=O)Nc2cccc(S(=O)(=O)NC3=NCCCCC3)c2)cc1[N+](=O)[O-]
 : -3 | 4
- Cc1cc(OCC(=O)OCC(=O)N2c3ccccc3NC(=O)C2(C)C)ccc1Cl
 : 31 | -6
- NNC(=O)C(=O)/C=C1\NC2(CCCC2)Cc2ccccc21
 : -5 | 0
- N#Cc1c(N2CCN(c3ccc([N+](=O)[O-])cc3)CC2)[n+](=O)c2ccc(Cl)cc2n1[O-]
 : 7 | -13
- C[C@]12c3[nH]c4cc(-c5ccco5)ccc4c3CCN1C(=O)[C@@H](CC(=O)NCCCn1ccnc1)C[C@@H]2C(=O)N1CCCCC1
 : 6 | 6
- CCOc1ccc2nc(NC(=O)CSc3nnc(-c4ccncc4)n3CC3CCCO3)sc2c1 (stereo not given)
 : 22 | -5
- C=CCN(CC=C)C(=O)c1ccncc1
 : -7 | -9
- COc1ccc(C(C)=O)cc1CSc1ccc(S(=O)(=O)N2CCOCC2)cn1
 : 2 | -2
- CCC(=O)N1CCC1(C)C(=O)Nc1ccc(F)cc1 (stereo not given)
 : 2 | 5
- CC(C)CNC(=O)c1cccc(NC(=O)C(C)Oc2ccccc2)c1 (stereo not given)
 : -8 | 15
- Cc1ccc(-n2c(-c3ccco3)nc3c(cnn3-c3ccccc3C)c2=O)cc1
 : -4 | -10
- Cc1ccc(CSc2nc3ccncc3n2CC(=O)Nc2cc(C)cc(C)c2)cc1
 : 4 | -8
- CCc1nc(N2CCOCC2)c(C#N)c2c1COC(C)(C)C2
 : -1 | -6
- Cc1ccnc(N2C(=O)c3ccccc3C2Nc2cccc(C)c2C)c1 (stereo not given)
 : 2 | -2
- Cn1c(=O)cc(N2CCc3ccccc32)[nH]c1=O
 : -1 | 8
- COc1ccc(CC(N)c2csc(NC(=O)Nc3cc(OC)ccc3OC)n2)cc1 (stereo not given)
 : 35 | 0
- O=C(Nc1cc(Cl)ccc1-n1cncn1)c1ccc(F)c(S(=O)(=O)N2CCOCC2)c1
 : 5 | -3
- c1ccc2c(c1)nc(Nc1ccc(N3CCCCC3)cc1)c1nncn12
 : -3 | -16
- COCCN(C(=O)COC(=O)C1CCCCC1)c1c(N)n(Cc2ccccc2)c(=O)[nH]c1=O
 : 2 | -2
- CCOC(=O)C1CCCN(S(=O)(=O)c2ccc(Cl)nc2)C1 (stereo not given)
 : -4 | -1
- CC(C)CN(C(=O)COC(=O)Cc1n[nH]c(=O)c2ccccc12)C1CCS(=O)(=O)C1 (stereo not given)
 : -7 | 3
- CCOC(=O)c1c(C)[nH]c(C)c1C(=O)CSc1nnnn1-c1ccccc1
 : -23 | 14
- CCc1nnc(NC(=O)c2cccs2)s1
 : 9 | -15
- CCCCC(=O)NC1=C(C(=O)OC)SCC1
 : -6 | 2
- N#C/C(=C/c1ccc(-c2cccc([N+](=O)[O-])c2)o1)C(=O)Nc1nc(-c2cccs2)cs1
 : 9 | -7
- CC(Oc1ccc(Cl)cc1Cl)C(=O)OCn1nnc2ccccc2c1=O (stereo not given)
 : -4 | -5
- COc1ccc(NC(=O)C2CCC(CNS(=O)(=O)c3cccs3)CC2)cc1 (stereo not given)
 : -4 | -3
- COc1cc(OC)c(N(C)S(=O)(=O)c2cccc(C(=O)OCC(=O)N3CCOCC3)c2)cc1Cl
 : -21 | -5
- COC(=O)[C@]1(C)N[C@H](c2ccc(-c3ccccc3)cc2)[C@@H]2C(=O)N(C)C(=O)[C@@H]21
 : 1 | 4
- CCOC(=O)Cc1csc(NC(=O)COc2ccc(C)cc2)n1
 : -16 | 11
- COc1ccc(CC(=O)NCc2nnc(SCC(=O)N3CCN(c4ccccc4)CC3)n2C)cc1
 : -1 | 4
- Cc1ccccc1-n1c(SC(C)C(=O)NCC2CCCO2)nnc1-c1ccncc1 (stereo not given)
 : -3 | 3
- CCOC(=O)Cc1cc(=O)n2[nH]c(C)c(-c3ccccc3OC)c2n1
 : 6 | -5
- COc1ccc(OC)c(S(=O)(=O)NCCCn2ccnc2)c1
 : -2 | 4
- CCCCn1c(N)c(N(CCC(C)C)C(=O)C(C)N2C(=O)c3ccccc3C2=O)c(=O)[nH]c1=O (stereo not given)
 : -3 | 13
- CCOC(=O)N/N=C(\C)c1cccs1
 : 5 | -2
- COc1ccc(NC(=O)CN2CCc3ccccc3C2)c([N+](=O)[O-])c1
 : -16 | -9
- O=C1CN(C(=O)c2ccc(Br)o2)C(c2ccc(F)cc2)c2cc(Cl)ccc2N1 (stereo not given)
 : -28 | 7
- Cc1ccc(C(=O)N2CCC(n3nccc3NC(=O)C3CCOC3)CC2)cc1 (stereo not given)
 : -5 | 7
- ClCC(CNCc1ccccc1)c1ccccc1 (stereo not given)
 : 19 | -28
- COCC(=O)N(C)C[C@H]1N[C@@](C)(C(=O)OC)[C@H]2C(=O)N(C)C(=O)[C@@H]12
 : 3 | -6
- Cc1ccc(S(=O)(=O)N2CCN(C(=O)c3n[nH]c4ccccc34)CC2)cc1
 : -8 | 4
- Cc1ccc(S(=O)(=O)NNC(=S)NC(C)(C)C)cc1
 : 12 | -9
- Cc1c(C(=O)NCCCN2CCCC2=O)oc2c(Cl)cccc12
 : 6 | -5
- CCn1c(C)nc2cc(OC)ccc21
 : 16 | -13
- O=C(O)c1cccc(N2C(=O)C3CC=C(Cl)CC3C2=O)c1 (stereo not given)
 : -4 | -4
- Cc1csc(NC(=O)CSc2nnc(-c3ccncc3)o2)n1
 : 15 | -3
- Cc1ccc(S(=O)(=O)NC(=O)C2CCCCC2)cc1
 : -9 | -4
- CCN1C(=O)[C@H]2[C@@H](c3ccc(-c4cccc(Cl)c4)c(OC)c3)N[C@@](Cc3ccccc3)(C(=O)OC)[C@H]2C1=O
 : 44 | -8
- CCC(=O)c1ccc(OCC(=O)Nc2cc(S(=O)(=O)N3CCCCC3)ccc2N2CCN(CC)CC2)cc1
 : 24 | 9
- O=C(Nc1ccc(S(=O)(=O)N2CCCCC2)cc1)c1ccc(=O)[nH]c1
 : 16 | 2
- O=C1CSC(c2cccnc2)N1Cc1ccc(Cl)cc1 (stereo not given)
 : -12 | 3
- CN(CC(=O)Nc1c(Cl)cccc1Cl)C(=O)CNC(=O)C1CCCCC1
 : 4 | -20

Continuation.
Order of values: H9c2 TAG inh | H9c2 TAG inh DAPI viability
- CN(C)CCCN(C(=O)c1ccc(S(=O)(=O)N(C)C2CCCCC2)cc1)c1nc2ccc(Br)cc2s1
 : 8 | 1
- C(=N/n1c2ccccc2c2ccccc21)/c1ccco1
 : -9 | -4
- O=C(NNC(=O)c1ccccc1Br)c1cnccn1
 : 8 | 6
- COc1ccc(-n2nnc3c(=O)n(CC(=O)N4CCC(C)CC4)cnc32)cc1
 : 3 | -7
- CCOC(=O)N1CCC(NC(=O)C2CCC(Cn3c(=O)[nH]c4ccccc4c3=O)CC2)CC1 (stereo not given)
 : 10 | -9
- CC1(C(=O)NCc2ccc(C(F)(F)F)cc2)CCN1Cc1ccc(-c2ccccc2)o1 (stereo not given)
 : 7 | -7
- FC(F)(F)c1nnc2n1N=C(c1cccs1)CS2
 : 7 | -1
- O=C(COC(=O)c1ccc(O)cc1O)NC12CC3CC(CC(C3)C1)C2
 : -10 | -1
- Cc1ccc(-c2c[n+]3c(n2-c2ccccc2)SCC3)cc1
 : -10 | -6
- CC1CCCC(NC(=O)c2cccc(S(=O)(=O)N3CCOCC3)c2)C1C (stereo not given)
 : 22 | -18
- Cc1c(Br)c([N+](=O)[O-])nn1CC(=O)N(C)Cc1ccccc1
 : 5 | -1
- CCc1ccccc1NC(=S)N1CCC(NC(=O)c2ccc(OC)cc2)CC1
 : 11 | 7
- O=S(=O)(c1ccc(F)cc1)N1CCN(Cc2nnc(-c3ccccc3)o2)CC1
 : 0 | 6
- C=CCN(CC=C)C(=O)C1c2ccccc2Oc2ccccc21
 : 6 | 0
- Cc1ccc(CCNC(=O)C2CCCN(S(=O)(=O)c3cnc[nH]3)C2)cc1 (stereo not given)
 : -4 | 11
- S=C(NCCCN1CCOCC1)Nc1ccc(Nc2ccccc2)cc1
 : 0 | 12
- Cn1c(SCc2ccc3c(c2)OCO3)nnc1-c1ccccc1
 : -19 | -13
- CC1(C(=O)O)CCCN1C(=O)c1cc2ccccc2s1 (stereo not given)
 : 10 | 5
- O=C(CCc1ccccn1)NC1CCCc2c1cnn2-c1ccc(F)cc1F (stereo not given)
 : -17 | 19
- COc1ccc(Br)cc1CN(C)CC(=O)Nc1c(Cl)cccc1Cl
 : 0 | 1

Record cards, from the list above. Screens in order: H9c2 TAG inh, H9c2 TAG inh DAPI viability
Cn1c(SCc2ccc3c(c2)OCO3)nnc1-c1ccccc1 in the list: -19, -13
O=C(NNC(=O)c1ccco1)c1ccc(NS(=O)(=O)c2cccs2)cc1 in the list: 6, 8
Cc1ccc(C(=O)N2CCC(n3nccc3NC(=O)C3CCOC3)CC2)cc1 (stereo not given) in the list: -5, 7

Arranged by heavy-atom count (ascending): part of the list above
Order of values: H9c2 TAG inh | H9c2 TAG inh DAPI viability
- C(=N/n1c2ccccc2c2ccccc21)/c1ccco1
 : -9 | -4
- Cc1csc(NC(=O)CSc2nnc(-c3ccncc3)o2)n1
 : 15 | -3
- Cc1ccc(CCNC(=O)C2CCCN(S(=O)(=O)c3cnc[nH]3)C2)cc1 (stereo not given)
 : -4 | 11
- COc1ccc(-n2nnc3c(=O)n(CC(=O)N4CCC(C)CC4)cnc32)cc1
 : 3 | -7

6 entries drawn at random from those above, as already listed:
Order of values: H9c2 TAG inh | H9c2 TAG inh DAPI viability
- S=C(NCCCN1CCOCC1)Nc1ccc(Nc2ccccc2)cc1
 : 0 | 12
- O=C(NNC(=O)c1ccccc1Br)c1cnccn1
 : 8 | 6
- C(=N/n1c2ccccc2c2ccccc21)/c1ccco1
 : -9 | -4
- CC1(C(=O)O)CCCN1C(=O)c1cc2ccccc2s1 (stereo not given)
 : 10 | 5
- CC1CCCC(NC(=O)c2cccc(S(=O)(=O)N3CCOCC3)c2)C1C (stereo not given)
 : 22 | -18
- O=C(COC(=O)c1ccc(O)cc1O)NC12CC3CC(CC(C3)C1)C2
 : -10 | -1

Remaining list, next part
Order of values: H9c2 TAG inh | H9c2 TAG inh DAPI viability
- COc1ccc(C(=O)NCc2nnc(SCC(=O)N3CCOCC3)o2)cc1
 : -7 | -6
- COC(=O)/C(C#N)=C/N(C)C
 : 0 | 3
- COc1cccc(-c2cnc(C(O)c3cc(F)cc(Cl)c3)[nH]2)c1 (stereo not given)
 : -15 | 1
- COc1ccccc1N1CCN(CCCN2CC(=O)N3CCCCC3C2=O)CC1 (stereo not given)
 : -4 | -3
- CC(=O)Nc1ccc(-n2nnnc2SCC(=O)Nc2cccc(NC(=O)c3ccco3)c2)cc1
 : 11 | -7
- CC1(C(=O)NS(=O)(=O)C2CC2)CCCN(C(=O)c2c(F)cccc2F)C1 (stereo not given)
 : 1 | 3
- CC1(C)CC(=O)C(C=N)=C(O)C1
 : 12 | -14
- Nc1c(N(Cc2ccccc2)C(=O)CCc2ccccc2)c(=O)[nH]c(=O)n1Cc1ccccc1
 : 17 | -10
- Cc1ccc(C(=O)CCC(=O)N(C)CC(=O)Nc2ccccc2Br)cc1
 : -13 | 7
- CCCOCC(O)CCc1n[nH]c(=S)n1-c1ccccc1 (stereo not given)
 : 3 | -7
- Cc1cc2[nH]c3ccccc3c2cn1
 : 16 | -3
- CCC(=O)Nc1nc2ccc(NC(=O)COc3ccccc3)cc2s1
 : 0 | -3
- CC1(c2ccc(Cl)cc2Cl)NC(=O)N(CC(=O)Nc2cccnc2Cl)C1=O (stereo not given)
 : 15 | -1
- Cc1ccc(N2C(=O)CC(Sc3cccs3)C2=O)cc1 (stereo not given)
 : 6 | -7
- COc1cc(CN2C[C@@H](CO)O[C@@H](n3cnc4c(NC5CCC5)ncnc43)C2)cc(OC)c1OC
 : 16 | -4
- COc1ccc(S(=O)(=O)Cc2ccc(C(=O)N3CCN(c4cc(Cl)ccc4C)CC3)o2)cc1
 : -10 | 0
- CCNC(=S)Nc1ccc2c(c1)c(=O)n(C)n2Cc1cccc(C(F)(F)F)c1
 : -1 | 32
- CCOc1ccc2nc(COC(=O)c3ccncc3)c(C(=O)c3ccccc3)[n+]([O-])c2c1
 : -14 | 3
- CCN1C/C(=C\c2cc(OC)c(OC)c(OC)c2)C2=NN(c3ccccc3)C(c3cc(OC)c(OC)c(OC)c3)C2C1 (stereo not given)
 : 7 | i
- COc1ccc(NC(=O)NC(C)(C(F)(F)F)C(F)(F)F)cc1
 : -9 | -7
- CCOC(=O)Cn1c(=NC(=O)c2cccs2)sc2cc(C(=O)OC)ccc21
 : 7 | 12
- Brc1ccccc1C1=Nn2c(nnc2-c2ccco2)SC1
 : 8 | -11
- O=C(COC(=O)C1CCN(S(=O)(=O)c2ccc3c(c2)OCCO3)CC1)NC1CCS(=O)(=O)C1 (stereo not given)
 : -1 | -7
- Cc1nc(N2CCOCC2)c2c(C)c(C(=O)Nc3ccccc3C(F)(F)F)sc2n1
 : -1 | -2
- CCOc1ccc(-n2cc(C(=O)N3CCC(C)CC3)c3cc(OC)c(OC)cc3c2=O)cc1
 : -48 | 5
- Cc1ccccc1/C=c1\s/c(=C\C(=O)C(C)(C)C)[nH]c1=O
 : 3 | 0
- CCN(CCn1cccn1)C(=O)C1CCC(=O)N(CCN2CCOCC2)C1 (stereo not given)
 : 13 | -1
- Cc1cc(C)n(-c2nc3c(c(=O)[nH]c(=O)n3C)n2CC(C)C)n1
 : -4 | 12

Source: PubChem

Only part of the results is shown, so the mix of outcomes need not match the whole.
